# High-throughput results deposited in PubChem BioAssay by several laboratories.
# CHT block: inhibitors of human choline transporter CHT | CHT-expressing cells, membrane potential dye, choline response; active compounds read low | B-score at 10 µM | 0.86% of 310,000 active | AID 488975 | Q9GZV3;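 active means B-score over 3 SD under the library average, and starting fluorescence ratio not unusually high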;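 further: choline stimulus applied at its EC90 after an EC20 pre-addition; B-score computed on integrated fluorescence ratio after choline addition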
# Target sequence (Q9GZV3 whole entry, looked up): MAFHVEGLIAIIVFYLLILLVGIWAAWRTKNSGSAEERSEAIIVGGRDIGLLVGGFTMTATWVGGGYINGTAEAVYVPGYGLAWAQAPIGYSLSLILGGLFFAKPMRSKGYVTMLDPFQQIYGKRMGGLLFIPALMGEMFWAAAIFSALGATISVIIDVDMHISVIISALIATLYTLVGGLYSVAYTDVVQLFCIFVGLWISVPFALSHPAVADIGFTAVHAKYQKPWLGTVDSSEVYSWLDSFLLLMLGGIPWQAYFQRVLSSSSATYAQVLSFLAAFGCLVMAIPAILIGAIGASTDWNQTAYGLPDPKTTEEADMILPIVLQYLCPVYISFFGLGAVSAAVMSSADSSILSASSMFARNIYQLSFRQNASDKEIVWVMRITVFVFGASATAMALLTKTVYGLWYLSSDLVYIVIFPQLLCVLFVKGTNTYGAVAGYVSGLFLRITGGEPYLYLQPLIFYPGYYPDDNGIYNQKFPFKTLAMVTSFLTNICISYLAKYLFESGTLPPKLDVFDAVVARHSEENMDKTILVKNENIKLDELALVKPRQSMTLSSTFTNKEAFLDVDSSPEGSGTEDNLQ
# CHT allo act: allosterically activates the human high affinity choline transporter. AID 488977. 0.49% of 310,000 active. B-score at 10 µM. CHT-expressing cells, membrane potential dye, choline EC20; active compounds read high; LV-AA mutant CHT in HEK293 cells. Q9GZV3;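 active means initial fluorescence not abnormally high and integrated response B-score, plate-corrected, over 3 SD above library mean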
# STK33 inh: human STK33 kinase inhibition; Q9BYT3; purified STK33, MBP phosphorylation, ADP-Glo luminescence; inhibition, % at 10 µM; 0.073% of 320,000 active; AID 2661;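 active means inhibition at or above 25%, using the most active replicate where run in duplicate; inactive means inhibition below 25%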
# Target sequence (Q9BYT3 whole entry, looked up): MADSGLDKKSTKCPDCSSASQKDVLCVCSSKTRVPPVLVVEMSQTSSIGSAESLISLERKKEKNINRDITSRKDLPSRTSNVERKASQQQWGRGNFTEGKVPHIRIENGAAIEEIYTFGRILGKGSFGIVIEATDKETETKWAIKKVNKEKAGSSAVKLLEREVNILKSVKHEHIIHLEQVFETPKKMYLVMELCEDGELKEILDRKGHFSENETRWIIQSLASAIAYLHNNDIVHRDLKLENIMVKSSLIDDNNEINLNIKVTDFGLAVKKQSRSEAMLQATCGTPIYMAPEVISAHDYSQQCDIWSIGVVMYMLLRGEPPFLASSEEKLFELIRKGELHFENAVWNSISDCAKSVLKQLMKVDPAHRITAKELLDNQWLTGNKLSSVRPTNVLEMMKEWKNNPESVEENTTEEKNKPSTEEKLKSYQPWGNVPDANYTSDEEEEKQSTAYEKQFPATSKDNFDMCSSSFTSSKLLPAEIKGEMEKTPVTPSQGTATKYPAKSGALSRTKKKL
# Active calls of the source: *; i = inactive; · = no result given.
mol | CHT block | CHT allo act | STK33 inh
Cc1ccc(Cl)cc1N1CCN(C(=O)Cc2cn(C)c3ccccc23)CC1 | i | i | 0.5
Cc1ccc(S(=O)(=O)N2CCCCC2C(=O)N2CCN(Cc3ccccc3)CC2)cc1 (stereo not given) | -7.9* | i | 0.9
COc1ccc(NC(=S)N(CCc2c(C)[nH]c3ccc(C)cc23)Cc2ccco2)cc1 | i | i | -0.9
CCC1=NN(C(=O)C(=O)Nc2ccccc2OC)C(O)(C(F)(F)F)C1 (stereo not given) | i | i | 0.5
COc1cccc(-n2nnc3c(=O)n(CC(=O)N4CCC(C)CC4)cnc32)c1 | i | i | -1.0
O=C1CSC(=S)N1CC1CCCO1 (stereo not given) | i | i | -0.2
COc1ccc(N=c2scc(-c3ccc(OC)cc3)n2CCO)cc1 | i | i | 0.6
CCCC(=O)N1c2ccccc2C(N(C(C)=O)c2ccccc2)CC1C (stereo not given) | i | i | 2.5
CCCCN(C)CCn1c(=S)[nH]c2ccc(N3CCOCC3)cc2c1=O | i | i | 0.0
O=[N+]([O-])c1ccc2c(c1)nnn2-c1ccccc1 | i | i | -0.3
CCO[C@H]1OC(C(=O)NCc2nc3ccccc3[nH]2)=C[C@@H](c2ccccc2)[C@@H]1CCCO | i | i | 0.5
Cc1ccc(Sc2ccc(CO)cc2[N+](=O)[O-])cc1 | i | i | -0.6
COc1ccc2ccccc2c1CNC(C)c1ccccc1 (stereo not given) | i | i | -0.1
Cc1ccc(/C=N/NC(=O)CNC(=O)c2ccc(C)c([N+](=O)[O-])c2)o1 | i | i | 0.5
OC(CCN1CCCCC1)c1ccc(-c2ccccc2)cc1 (stereo not given) | i | i | 0.0
CCOc1cc(N2CCOCC2)c(OCC)cc1NC(=O)c1cc(C)cc(C)c1 | i | i | -0.3
Cc1ccc(NC(=O)C2CCN(C(=O)NC3CCCCC3)CC2)c(C)c1 | i | i | -0.7
CC(=O)Nc1ccc(S(=O)(=O)Nc2cc(C)cn(Cc3ccc(C)cc3)c2=O)cc1 | i | i | -0.1
O=C(c1c(F)cccc1F)N1CCCC(c2nc(-c3ccc(Cl)cc3)no2)C1 (stereo not given) | i | i | -5.1
CCC(=O)OCC(=O)N=c1sccn1Cc1ccc(C)cc1 | i | i | -1.6

# Three entries out of the list above, sorted by their value in STK33 inh, highest first.
Structure,CHT block,STK33 inh
CC(=O)Nc1ccc(S(=O)(=O)Nc2cc(C)cn(Cc3ccc(C)cc3)c2=O)cc1,i,-0.1
CCOc1cc(N2CCOCC2)c(OCC)cc1NC(=O)c1cc(C)cc(C)c1,i,-0.3
Cc1ccc(Sc2ccc(CO)cc2[N+](=O)[O-])cc1,i,-0.6

# Back to the main list; the 6 compounds before the break are reprinted first.
mol | CHT block | CHT allo act | STK33 inh
OC(CCN1CCCCC1)c1ccc(-c2ccccc2)cc1 (stereo not given) | i | i | 0.0
CCOc1cc(N2CCOCC2)c(OCC)cc1NC(=O)c1cc(C)cc(C)c1 | i | i | -0.3
Cc1ccc(NC(=O)C2CCN(C(=O)NC3CCCCC3)CC2)c(C)c1 | i | i | -0.7
CC(=O)Nc1ccc(S(=O)(=O)Nc2cc(C)cn(Cc3ccc(C)cc3)c2=O)cc1 | i | i | -0.1
O=C(c1c(F)cccc1F)N1CCCC(c2nc(-c3ccc(Cl)cc3)no2)C1 (stereo not given) | i | i | -5.1
CCC(=O)OCC(=O)N=c1sccn1Cc1ccc(C)cc1 | i | i | -1.6
O=C(Nc1ccc(-c2ccco2)cc1)C1CCCN(Cc2ccc(CO)o2)C1 (stereo not given) | i | i | -0.4
c1ccc(-c2nccc(-c3ccc4c(c3)OCO4)n2)cc1 | i | i | -2.3
CCn1nc2cc(C(=O)NCc3cc(C(F)(F)F)cc(C(F)(F)F)c3)ccc2c1OC | i | i | 0.0
O=c1c2cc(NC(=S)N3CCC(N4CCCCC4)CC3)ccc2nc2n1CCCCC2 | i | i | -0.4
Cc1cc(C)cc(-n2nnc(C(=O)NCc3ccccc3)c2N)c1 | i | i | -0.6
COc1ccc(CNC(=S)Nc2cccc(OC)c2)cc1 | i | i | 2.9
O=C(O)c1cccc(-c2nnn(Cc3ccccc3)n2)c1 | i | i | -1.7
O=C1C(=O)N(c2ccccn2)C(c2ccc(Br)cc2)/C1=C(/O)c1ccc(Br)cc1 (stereo not given) | i | i | -0.5
Cc1c(Br)c([N+](=O)[O-])nn1C(C)C(=O)NCc1cccs1 (stereo not given) | i | i | -1.9
COc1cc(C)c(S(=O)(=O)n2c([N+](=O)[O-])cnc2C)cc1C | i | i | -0.4
COc1cccc(CNC(=O)COc2cc(O)c3c(c2)OC(C)(C)CC3=O)c1 | i | i | -2.3
CCc1nnc(NC(=O)CSc2nnc(-c3cccnc3)n2CCc2ccccc2)s1 | i | i | -0.1
O=C(Cc1cn(-c2ccccc2)nc1-c1ccccc1)N1CCCCC1 | i | i | -1.7
O=C(CCCn1ncn2c(cc3occc32)c1=O)NCc1ccccc1F | i | i | 0.2
COc1ccc(CC(=O)NCc2ccc3c(c2)cc(C)n3C)cc1OC | i | i | -1.2
O=C(CSCc1cnn(-c2ccccc2)c1-n1cccc1)NCc1cccnc1 | i | i | -1.7
COc1ccc(CCSc2nnc(C3CCCCC3)n2N)cc1 | i | i | -1.0
COc1cccc(C(=O)NNC(=S)NC2CCCCC2)c1 | i | i | ·
COC(=O)C1=C(C(=O)OC)[C@@H]2N(C)c3ccc(OC)cc3[C@@]23C[C@@H](C(=O)OC)N(S(=O)(=O)c2ccc([N+](=O)[O-])cc2)C3=N1 | i | i | -0.5
Cc1cccc(C(=O)NC(NC(=S)Nc2ccc(S(N)(=O)=O)cc2)C(Cl)(Cl)Cl)c1 (stereo not given) | i | i | 2.6
Fc1ccc(C2=NN(c3ccccc3)C(c3ccco3)C2)cc1 (stereo not given) | i | i | -1.5
CCS(=O)(=O)N1CCN(C(=O)c2cccnc2)CC1 | i | i | -3.8
CC(=O)Nc1ccc(S(=O)(=O)Nn2cnnc2)cc1 | i | i | -2.2
COc1ccc2c(c1)nc(N)n2Cc1ccccc1 | i | i | -0.8
CCCC(C(=O)c1ccccc1)n1cncn1 (stereo not given) | i | i | -3.2
Cn1c(SCc2ccc(C#N)cc2Cl)nc2ccccc21 | -11* | i | -1.2
Cc1ccc(SC2=C(Sc3ccc(C)cc3)C(=O)c3ccccc3C2=O)cc1 | i | i | 0.8
CCOc1cc2c(cc1OCC)C(c1ccc(OC)cc1)N(c1ccccc1)C(=O)C2 (stereo not given) | i | i | ·
O=C(COc1ccc(/C=N/NC(=O)c2ccccc2O)cc1)Nc1ccccc1 | i | i | ·
Cn1c(N)c(C#N)c2c(c1=S)COC(C)(C)C2 | i | i | 0.5
C#C[C@]1(OC(C)=O)CCC2C3CCC4=CC(=O)CC[C@@H]4C3CC[C@@]21C (stereo not given in full) | i | i | -1.5
CNC(=S)Nc1ccc(Br)cc1 | i | i | -1.9
Cc1occc1C(=O)NNC(=O)COc1ccc(Br)cc1Br | i | i | -1.3
CCn1c(=NC(=O)CSCC(=O)Nc2nccs2)sc2ccccc21 | i | i | -1.2
CC1CCN(CCCCOc2ccc(Br)cc2)CC1 | i | i | -0.8
Nc1nc(COc2ccccc2C=O)nc(Nc2ccccc2)n1 | i | i | 1.3
O=C(Cn1c2c(c(-c3ccccc3Cl)cc1=O)CCC2)NCC1CCCO1 (stereo not given) | i | i | -0.8
Cc1ccc(S(=O)(=O)c2c(C)nn(C(C)(C)C)c2OC(=O)C2CCCC2)cc1 | i | i | 1.9
CC1CC(C)CN(CCOc2ccc(Cl)cc2Cl)C1 (stereo not given) | i | i | -4.2
CN(C(=O)c1ccco1)c1nnc(-c2ccc(F)cc2)s1 | i | i | 0.0
COc1nc(Oc2ccc(=O)[nH]n2)nc(N2CCOCC2)n1 | i | i | -1.4
CCC(=O)NC(=S)Nc1ccc(Cl)cn1 | i | i | -0.4
N#Cc1cccc(NC(=O)CCNS(=O)(=O)c2ccc3[nH]c(=O)oc3c2)c1 | i | i | 2.3
COc1ccc(-n2nnnc2SCC#CCO)cc1 | i | i | 0.7
CCOC(=O)C1CCCN(c2c(NCC3CCCO3)c(=O)c2=O)C1 (stereo not given) | i | i | -1.7
CCc1ccc(NC(=S)NC(=O)c2c(-c3ccccc3Cl)noc2C)cc1 | i | i | -1.4
O=C(Nc1ccccc1)N1CCCc2ccccc21 | i | i | -1.1
COc1ccc(-c2nncnn2)cc1 | i | i | 0.5
O=C(O)C1CCC(CNS(=O)(=O)c2ccc(Cl)cc2)CC1 (stereo not given) | i | i | -2.0
CSc1ccccc1NC(=O)CSCc1ccc(C)cc1 | i | i | -0.8

# More entries.
mol | CHT block | CHT allo act | STK33 inh
COc1cccc(Nc2nc(N)c([N+](=O)[O-])c(NCc3ccco3)n2)c1 | i | i | 2.0
O=C(c1coc(=O)c(Br)c1)N1CCC(C(O)(c2ccccc2)c2ccccc2)CC1 | i | i | 0.1
COc1cccc(C(=O)N/N=c2\oc3c(OC)cccc3cc2C(=O)NCc2ccccc2)c1 | i | i | -0.5
O=C(NCc1ccco1)c1ccc(Cn2c(=O)c3ccccc3n(Cc3ccc(Cl)cc3)c2=O)cc1 | i | i | 0.7
Cc1ccc(C(C(=O)NC(C)(C)C)N(C(=O)c2csnn2)C2CC2)cc1 (stereo not given) | i | i | -4.2
O=C(O)COCC(=O)Nc1ccc(Oc2ncnc3cc(Cl)ccc23)nc1 | i | i | -1.8
CN(C)S(=O)(=O)N1CCN(c2ccccc2)CC1 | i | i | -1.3
O=c1c2ccccc2c(/C=N/n2cnnc2)c(O)n1-c1ccccc1F | i | i | 0.2
COc1ccc(-c2nc(NC(=O)CCNC(=O)c3ccco3)sc2C)cc1 | i | i | 0.9
CNc1cc(Cl)nc(SC)n1 | -12* | i | 0.5
CSc1cccc(NC(=S)N2CCCN(Cc3ccccc3F)C2)c1 | i | i | -3.0
CCCCCC(=O)N/N=C/c1ccccc1[N+](=O)[O-] | i | i | 0.4
CN(C)CCN(C(=O)c1ccc(C(=O)c2ccccc2)cc1)c1nc2cc3c(cc2s1)OCO3 | i | i | 0.7
O=c1c2ccccc2n(Cc2ccccc2F)c(=O)n1Cc1ccccc1F | i | i | -1.6
Cc1cc(=O)c2cc(NC(=O)c3ccccc3Cl)ccc2[nH]1 | i | i | -0.5
O=C(CSc1nncn1-c1ccccn1)Nc1ccccc1Cl | i | i | -1.1
CC1(NC(=S)NCCCCCCNC(=S)NC2(C)CCS(=O)(=O)C2)CCS(=O)(=O)C1 (stereo not given) | i | i | 1.7
Cc1ccc(OCC(=O)Nc2ccc(-c3nc4ncccc4o3)cc2)c(C)c1 | i | i | -0.6
CC(=O)Nc1ccc(NC(=O)CC2CCCC2)cc1 | i | i | -0.7
CCOCC(=O)N1CCCC(C(=O)OCC)C1 (stereo not given) | i | i | 0.8
CCCC(=O)Nc1nc(-c2ccccc2)c(CC)s1 | i | i | 0.5
Cc1ccc2cc(-c3noc(C(C)(C)C)n3)c(=O)[nH]c2c1 | i | i | -1.3
CSCCCN1CCCC(CO)(Cc2ccc(F)cc2)C1 (stereo not given) | i | i | -1.6
NC(=O)COc1cc2oc(=O)c3c(c2cc1Cl)CCCC3 | i | i | -0.3
CCOC(=O)N1CCN(C(=O)CSc2nnc(-c3cccc(OC)c3)o2)CC1 | i | i | -1.0
CCOc1cc(C#N)c(NC(=O)Cn2nnc3ccccc32)cc1OCC | i | i | 0.1
CCO[C@H]1OC(C(=O)N2CCN(Cc3ccc4c(c3)OCO4)CC2)=C[C@@H](c2cn(C(C)=O)c3ccccc23)[C@@H]1CCCO | i | i | 0.3
Oc1nc(Nc2ccc(Cl)cc2Cl)sc1/C=C1\C=Nc2ccccc21 | i | i | 0.1
Cc1csc(SCc2nnc(-c3ccccc3Br)o2)n1 | i | i | -1.3
CC(=O)C1=C(O)C(=O)N(c2ccc(Br)cc2)C1c1ccc(Cl)cc1 (stereo not given) | i | i | -0.6
CC(C)(C)NC(=O)NC(=O)CSc1cccc(C(F)(F)F)c1 | i | i | 1.2
O=C(CCC(=O)N1CCOc2ccc(Cl)cc21)NCCCN1CCOCC1 | i | i | -0.6
COc1cc(/C=C2/SC(=S)N(C)C2=O)ccc1OC(=O)c1ccco1 | i | i | -0.8
Cc1ccc(NC(=O)[C@H](C)NC(=O)C2CCN(C(=O)[C@@H](N)CC(C)C)CC2)cc1 | i | i | -0.5
CCOCCn1c(SCc2ccc(F)cc2)nc2c1c(=O)[nH]c(=O)n2C | i | i | -0.7
COc1ccccc1NC(=O)CSc1nnc(-c2ccoc2C)n1CCc1ccccc1 | i | i | -0.5
CCOc1cc(NC(=S)NCCCN2CCOCC2)c(OCC)cc1NC(=O)c1cccc(C)c1 | i | i | -0.9
Cc1cccc(CN2CCCC(C(=O)Nc3ccc(-c4cscn4)cc3)C2)c1 (stereo not given) | i | i | 3.1
CCCN(CCC)S(=O)(=O)c1ccc(C(=O)Nc2ccc(OCC(=O)N3CCOCC3)cc2)cc1 | i | i | -0.2
CC(=O)c1sc(Nc2ccc(C)cc2)nc1C | i | i | -2.0
COC(=O)c1c(C)oc(C)c1S(=O)(=O)NC(c1ccccc1)c1ccccc1 | i | i | -4.3
O=C1Nc2ccccc2C(=O)N2[C@H](c3ccccc3)[C@@H]3C(=O)N(Cc4ccccc4)C(=O)[C@@H]3[C@H]12 | i | i | 0.6
Cc1ccccc1Nc1nc(N)nc(CN(C)c2ccccc2)n1 | i | i | -0.7
CCOC(=O)c1ccc(OCc2c(C)noc2C)cc1 | i | i | -0.4
COc1ccccc1-c1nnc2sc(-c3cc4ccccc4o3)nn12 | i | i | 0.4
